Screens deposited in PubChem BioAssay by Sanford-Burnham Center for Chemical Genomics.
KOR beta-arrestin-1: KOR antagonists, beta-arrestin recruitment, cell-based, luminescence, uHTS (AID 1778). Kappa-type opioid receptor (Homo sapiens). KOR beta-arrestin recruitment, luminescence, antagonist mode; higher % means a stronger effect. inhibition, % at 10 µM; hits with a dose series show IC50 in µM. hit rate 0.091% among 290,000; in the data active means inhibition above about 50%; further: strong numbers were not always called active
NOD1 inhibition: NOD1 signaling inhibitors, primary screen, cell-based, luminescence, uHTS (AID 1578); NOD1-driven NF-kB luciferase reporter cells, luminescence; higher % means a stronger effect; one-dose inhibition, % at 4 µM; EC50 in µM for titrated hits; hit rate 1% among 290,000; in the data active means inhibition mostly above about 36%, no sharp cut-off; inactive means mostly below about 34%;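 further: HEK-293T reporter cells stimulated with the NOD1 agonist gamma-tri-DAP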
AID2073: inhibitors of Mint1-CaV2.2 protein interaction, biochemical, HTRF (AID 2073); hit rate 0.19% among 290,000; inhibition, % at 20 µM; hits with a dose series show IC50 in µM; Voltage-dependent N-type calcium channel subunit alpha-1B (Homo sapiens); HTRF protein-protein interaction, Mint1-CaV2.2; higher % means a stronger effect; in the data active means inhibition mostly above about 51%, no sharp cut-off; inconclusive means no clear call, values can overlap the other calls; inactive means mostly below about 53%; further: some results filed as inactive read as strong as hits
GPR55 beta-arrestin: GPR55 agonists via beta-arrestin recruitment, primary screen, imaging, U2OS cells, beta-arrestin-GFP redistribution (AID 1961). hit rate 0.048% among 290,000. U2OS GPR55 beta-arrestin-GFP redistribution imaging; higher % means a stronger effect. one-dose activation, % at 10 µM; EC50 in µM for titrated hits. G-protein coupled receptor 55 (Homo sapiens);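 active means activation above 40% with more than 50 cells counted in the well; inconclusive means wells holding fewer than 50 cells, flagged as toxic or sparse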;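 further: U2OS osteosarcoma cells stably expressing GPR55 and beta-arrestin-GFP; plate controls were DMSO negative control for no effect and LPI positive control for full effect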
Siah-1 displacement: Siah-1 peptide-binding antagonists, primary screen, biochemical, fluorescence polarization, rhodamine-plectin, uHTS (AID 1817) | E3 ubiquitin-protein ligase SIAH1 (Homo sapiens) | displacement, % at 20 µM, or IC50 in µM where a hit was titrated | Siah-1 / rhodamine-plectin peptide fluorescence polarization; higher % means a stronger effect | hit rate 0.02% among 290,000;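 active means displacement of at least 50% at 20 µM, with a fluorescence ratio check between 0.3 and a set limit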;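 further: plate controls were Siah plus tracer with DMSO for no effect and tracer alone without Siah for full effect; strong numbers were not always called active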
GPR55 LPI antagonism: GPR55 antagonists blocking LPI-driven arrestin recruitment, primary screen, imaging, U2OS, beta-arrestin-GFP, LPI agonist (AID 2013); G-protein coupled receptor 55 (Homo sapiens); U2OS GPR55 beta-arrestin-GFP translocation imaging, LPI antagonism; higher % means a stronger effect; one-dose inhibition, % at 10 µM; IC50 in µM for titrated hits; hit rate 0.13% among 290,000;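 active means spots per cell inhibited over 60%, with over 100 cells counted and total cytoplasm intensity under 500,000; inconclusive means wells with under 100 cells, flagged as likely toxic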;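 further: U2OS cells stably carrying GPR55 and arrestin-GFP stimulated by 5 µM LPI near EC80; imaged beta-arrestin-GFP aggregate spots per cell after agonist stimulation; plate controls were LPI-stimulated DMSO wells for no effect and DMSO wells without LPI for full effect; some results filed as inactive read as strong as hits; confirmed hits need IC50 under 10 µM and bright autofluorescent wells are also inconclusive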
HIV fusion peptide: inhibitors of HIV fusion peptide binding, primary screen, biochemical, uHTS, fluorescence dequenching (AID 1986); cell-free peptide binding, fluorescence dequenching, 30 min; higher % means a stronger effect; inhibition, % at 20 µM, or IC50 in µM where a hit was titrated; hit rate 0.3% among 290,000; in the data active means inhibition mostly above about 52%, no sharp cut-off; inactive means mostly below about 76%; further: some results filed as inactive read as strong as hits
GPR35 antagonists: GPR35 antagonists blocking zaprinast-driven arrestin recruitment, primary screen, imaging, U2OS, beta-arrestin-GFP, zaprinast agonist (AID 2058). G-protein coupled receptor 35 (Homo sapiens). U2OS GPR35 beta-arrestin-GFP translocation imaging, zaprinast antagonism; higher % means a stronger effect. one-dose inhibition, % at 10 µM; IC50 in µM for titrated hits. hit rate 0.052% among 290,000;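 active means inhibition of at least 50% with at least 30 cells and total cytoplasm GFP at most 10,000,000; inconclusive means under 30 cells or total GFP of 10,000,000 plus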
KOR beta-arrestin-2: KOR agonists, beta-arrestin recruitment, primary screen, cell-based, luminescence, uHTS (AID 1777); Kappa-type opioid receptor (Homo sapiens); KOR beta-arrestin recruitment, luminescence; higher % means a stronger effect; activation, % at 10 µM; hits with a dose series show EC50 in µM; hit rate 0.02% among 280,000; in the data active means activation above about 50%, passing the limit was not always enough; further: a part of the inactive calls stands beside numbers as strong as those of hits
Numbers without * were called inactive; ? = inconclusive; . = not tested or not shown; [ ] = dose if it differs, or a comment.

structure | KOR beta-arrestin-1 | NOD1 inhibition | AID2073 | GPR55 beta-arrestin | Siah-1 displacement | GPR55 LPI antagonism | HIV fusion peptide | GPR35 antagonists | KOR beta-arrestin-2
CN1CCN(NC(=O)c2cc(-c3ccc(Cl)s3)nc3ccccc23)CC1 | -92% | -31% | 23% | -0.2% | 7% | -5% | 0.8% | 13% | 3.8%
COc1cccc(C2/C(=C(/O)c3cnn(-c4ccccc4)c3C)C(=O)C(=O)N2CCN(C)C)c1 (configuration not stated) | 9% | -13% | 9% | -0.5% | -2% | 4% | -1.4% | 3% | -2.2%
CCc1cc2c3c([nH]c2cc1S(=O)(=O)NCCCOC)CC(C)(C)CC3=O | -14% | 0% | 17% | -0.1% | 8% | 19% | 1.5% | 0% | -1.3%
CCCN1CCOC(CC(=O)Nc2ccc([N+](=O)[O-])cc2)C1=O (configuration not stated) | 6% | -6% | 23% | 0.1% | 13% | 1% | 11% | 18% | -3.6%
CCc1nnc(NC(=O)CSc2ccc(-c3ccc(F)cc3)nn2)s1 | -23% | -38% | -7% | -0.1% | -4% | 12% | 1.6% | -6% | -5.2%
Cc1cc(N2CCN(C)CC2)nc(N2CCOCC2)n1 | 8% | -14% | 0% | -0.2% | 2% | 8% | 1.4% | 0% | -0.3%
COC(=O)CSC1=C(C#N)C(=O)NC2(CCCCC2)S1 | 1% | -22% | -4% | -0.5% | -1% | -5% | -2.5% | 26% | -3.4%
Cc1noc(C)c1CSc1ccccc1C(=O)Nc1nccs1 | 31% | 12% | 3% | 0.3% | -4% | 1% | -3.3% | -14% | 0.5%
COc1ccc(OCCCC(=O)Nc2cccc([N+](=O)[O-])c2C)cc1 | 7% | 20% | -3% | -0.2% | 0% | 7% | -0.7% | 11% | -3.3%
O=[N+]([O-])c1ccc(N2CCN(CCO)CC2)cc1Sc1nc2ccccc2[nH]1 | 22% | 13% | 8% | 0.6% | -2% | -1% | -3.3% | 4% | 1.3%
COC(=O)CN1CCN(C(=O)c2ccc(F)cc2)c2ccccc2C1 | -4% | 12% | -4% | 0.3% | 0% | -10% | 0.2% | -8% | 7.0%
CCOC(=O)[C@@H]1CCNC[C@@H]1c1ccccc1 | 16% | 2% | -2% | -0.2% | 2% | 4% | -2.4% | 14% | -3.2%
CC(C)c1ccccc1OCC(=O)NC1CCCc2ccccc21 (configuration not stated) | 21% | 17% | -9% | 0.2% | -6% | 10% | -0.5% | 12% | -1.0%
Cc1n[nH]c(=O)c2c(NC(=O)CSc3nc4ccccc4c(=O)n3CCCO)oc(C)c12 | -4% | -28% | -3% | -0.1% | 5% | 12% | 0.9% | -3% | 3.6%
CC(=O)Nc1cccc(NC(=O)CSc2nccn2Cc2ccc(F)cc2)c1 | 1% | -4% | 12% | -0.1% | 8% | 3% | 0.2% | 2% | 4.1%
COC(=O)c1c(NC(=O)Cc2cccs2)sc(C)c1C | 5% | -23% | -16% | -0.1% | 0% | -3% | -1.7% | -1% | -0.2%
COCCNC(=O)NC12CC3(C)CC(C)(CC(C)(C3)C1)C2 | 17% | -17% | 6% | -0.1% | -3% | -21% | -1.3% | -8% | -4.3%
CCOCCCNC(=O)Cc1cc(=O)[nH]c(=O)[nH]1 | 15% | -29% | -2% | 0.8% | -3% | 9% | -0.4% | 0% | -1.0%
CC1(C)NC(=O)N(CC(=O)OCC(=O)Nc2cccc(S(N)(=O)=O)c2)C1=O | 4%[20 µM] | -15% | 0% | -0.1% | 1% | 0% | 3.1% | -7% | -3.1%
CC1=CC(C)(C)N2C(=O)C3(C(C#N)=C(N)OC4=C3C(=O)CCC4)c3c(C)c(C)cc1c32 (configuration not stated) | 19% | -11% | -6% | -0.1% | 7% | 22% | 0.7% | 6% | 0.4%
Cc1cc(Br)c(S(=O)(=O)NCc2ccncc2)cc1C | -14% | 26% | 1% | -0.2% | 2% | 8% | 1.0% | 2% | 3.6%
Nc1cc(=O)[nH]c(SCC(=O)Nc2ccc(F)c(Cl)c2)n1 | -18% | 5% | 0% | 0.2% | -4% | 6% | 1.2% | 0% | -1.7%
CCOc1cc(N2CCOCC2)c(OCC)cc1NC(=O)Cn1[nH]c(=O)c2ccccc2c1=O | -9% | -21% | ? | -0.3% | 7% | -8% | -0.6% | 28% | -3.7%
COc1ccccc1NC(=O)c1nn(-c2ccc(F)c(F)c2)ccc1=O | 1% | -11% | -2% | -0.1% | 6% | -5% | -0.5% | 8% | 2.1%

Structures listed so far with an NH in an aromatic ring (6):
structure | KOR beta-arrestin-1 | NOD1 inhibition | AID2073 | GPR55 beta-arrestin | Siah-1 displacement | GPR55 LPI antagonism | HIV fusion peptide | GPR35 antagonists | KOR beta-arrestin-2
CCc1cc2c3c([nH]c2cc1S(=O)(=O)NCCCOC)CC(C)(C)CC3=O | -14% | 0% | 17% | -0.1% | 8% | 19% | 1.5% | 0% | -1.3%
O=[N+]([O-])c1ccc(N2CCN(CCO)CC2)cc1Sc1nc2ccccc2[nH]1 | 22% | 13% | 8% | 0.6% | -2% | -1% | -3.3% | 4% | 1.3%
Cc1n[nH]c(=O)c2c(NC(=O)CSc3nc4ccccc4c(=O)n3CCCO)oc(C)c12 | -4% | -28% | -3% | -0.1% | 5% | 12% | 0.9% | -3% | 3.6%
CCOCCCNC(=O)Cc1cc(=O)[nH]c(=O)[nH]1 | 15% | -29% | -2% | 0.8% | -3% | 9% | -0.4% | 0% | -1.0%
Nc1cc(=O)[nH]c(SCC(=O)Nc2ccc(F)c(Cl)c2)n1 | -18% | 5% | 0% | 0.2% | -4% | 6% | 1.2% | 0% | -1.7%
CCOc1cc(N2CCOCC2)c(OCC)cc1NC(=O)Cn1[nH]c(=O)c2ccccc2c1=O | -9% | -21% | ? | -0.3% | 7% | -8% | -0.6% | 28% | -3.7%

Additional compounds follow:
structure | KOR beta-arrestin-1 | NOD1 inhibition | AID2073 | GPR55 beta-arrestin | Siah-1 displacement | GPR55 LPI antagonism | HIV fusion peptide | GPR35 antagonists | KOR beta-arrestin-2
CCOc1ccccc1NC(=O)CCN(c1ccc(C)cc1)S(=O)(=O)c1ccccc1 | 23% | -4% | 1% | -0.3% | 8% | 19% | 0.5% | 0% | 5.6%
Cc1ccc(S(=O)(=O)NCCNC(=O)C2CCCNC2=O)cc1 (configuration not stated) | -14% | -17% | 15% | -0.1% | 0% | -2% | 2.2% | -6% | 1.0%
CC(C)COC(=O)C(N)C(C(=O)OCC(C)C)c1ccccc1 (configuration not stated) | -3% | 0% | -7% | 0.3% | 8% | 8% | 1.5% | -19% | 6.9%
Cc1ccc(C(=O)NCCN2C3=NC[C@@H](Cc4ccccc4)N3C[C@H]2Cc2ccc(O)cc2)cc1Br | -3% | -31% | 20% | 0.6% | -4% | 14% | -2.0% | -19% | 4.4%
O=C(CSc1ccc([N+](=O)[O-])cn1)Nc1ccc2c(c1)OCCO2 | 0% | -55% | 4% | 0.2% | 11% | -4% | 0.2% | -16% | -1.9%
COc1ccc(C2CC2/C(C)=N/OC(=O)C2CC2)cc1 (configuration not stated) | 12% | -33% | 0% | 0.6% | -6% | -3% | -0.8% | -3% | -1.4%
COc1ccc(S(=O)(=O)N(c2onc(C)c2Cl)S(=O)(=O)c2ccc(OC)cc2)cc1 | 22% | -9% | -1% | -0.3% | 8% | 2% | 2.4% | -4% | 0.2%
COc1ccc(-n2c(=O)c3ccccc3n(CC(=O)Nc3cccc(OC)c3)c2=O)cc1 | 12% | -8% | -8% | -0.2% | -2% | -2% | 1.8% | -12% | -0.1%
O=C(NC(=S)NCCC1=CCCCC1)c1ccco1 | -14% | -41% | -2% | -0.3% | -6% | 0% | -1.9% | 10% | 3.3%
C=CCNC(=S)Nc1ccc(Cl)cc1F | -23% | -15% | 11% | 0.8% | 6% | 3% | 0.2% | 2% | -1.0%
COc1ccc(Nc2oc(-c3ccc(Cl)cc3)nc2C#N)cc1 | -5% | -4% | -6% | -0.1% | 4% | -2% | 1.1% | 15% | 2.5%
CCC(=O)Nc1cccc(NC(=O)CSc2nnnn2Cc2ccccc2)c1 | 1% | 15% | -2% | -0.1% | -4% | 7% | -3.1% | 3% | 1.0%
CCc1nnc(NC(=O)CCN2C(=O)CCC2=O)s1 | -25% | -16% | -8% | -0.3% | 0% | -8% | 0.9% | 14% | -0.8%
NNC(=O)c1ccc(N2CCc3ccccc32)c([N+](=O)[O-])c1 | 12% | -28% | -14% | -0.3% | 3% | 6% | -6.2% | -4% | -15%
COC(=O)C1(NC(=O)NC2CCCCC2)CCCCC1 | -17% | -13% | 6% | -0.2% | 2% | -1% | 1.7% | 3% | 3.8%
COc1ccccc1CNC(=O)C(NS(=O)(=O)c1ccc2c(c1)oc(=O)n2C)C(C)C (configuration not stated) | 36% | 8% | 14% | 0.2% | 2% | -2% | -0.3% | -7% | -13%
CCc1nc2sc(C)c(C)c2c(=O)n1CCO | 2% | . | 2% | 0.3% | 10% | 10% | 2.0% | 17% | 1.2%
CCc1ccc2oc(-c3cc(N)ccc3O)nc2c1 | -8% | -17% | 26% | 0.7% | -6% | -11% | 1.2% | -6% | -3.8%
COc1cccc(NC(=S)N(CCN(C)C)Cc2cccs2)c1 | 31% | -20% | -14% | 0.1% | 0% | 16% | -2.1% | -3% | -3.5%
O=C1C(Cc2ccc(F)cc2)SC(=Nc2ccccc2)N1c1ccccc1 (configuration not stated) | 6% | 0% | -2% | 0.5% | 8% | 12% | -1.4% | 6% | 2.9%
CC(=O)N1N=C(c2cccs2)CC1c1cc2cc(C)ccc2nc1Cl (configuration not stated) | 47% | 6% | 7% | -0.1% | -7% | 2% | -1.7% | 14% | -0.7%
FC(F)(F)C1CCCN(c2nsc3ccccc23)C1 (configuration not stated) | -10% | -20% | 28% | 0.3% | 3% | -1% | 0.4% | 18% | -2.1%
COc1ccc(N(CC(=O)N2CCOCC2)S(C)(=O)=O)c(OC)c1 | -2% | 10% | -5% | -0.1% | 3% | -4% | 2.0% | -1% | 1.7%

Not all compounds are listed. The share of hits here may be higher or lower than overall.
